# Giardia FBPA inh – Giardia lamblia aldolase inhibition; AID 2451; purified Giardia FBPA; 290,000 compounds, 0.71% hits; Potency, µM (highest dose often 59.6 µM), without a hit: at the highest dose activity, negative = inhibition, most hits filed as inhibitors; A8B2U2; note: potency is the fitted concentration of half-maximal effect; % is set by controls: 0 for no effect and ±100 for the full control effect; nearly all actives have a fitted effect of over 55% in size
# Target sequence (A8B2U2 whole entry, looked up): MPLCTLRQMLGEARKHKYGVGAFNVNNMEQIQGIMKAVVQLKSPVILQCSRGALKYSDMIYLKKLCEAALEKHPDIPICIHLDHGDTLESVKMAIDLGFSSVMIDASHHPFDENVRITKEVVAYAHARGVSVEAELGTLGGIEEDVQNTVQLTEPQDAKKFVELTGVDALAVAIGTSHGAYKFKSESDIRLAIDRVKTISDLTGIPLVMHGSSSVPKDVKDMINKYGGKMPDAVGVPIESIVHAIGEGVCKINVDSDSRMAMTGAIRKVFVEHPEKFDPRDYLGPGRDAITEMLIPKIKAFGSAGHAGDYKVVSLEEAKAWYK
#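 Giardia FBPA (40 nM reagent) was preincubated 10 min at RT with compound (up to 57.5 uM final), then substrate plus GAPDH/TPI/NAD/arsenate coupling system with diaphorase/resazurin was added; resorufin fluorescence (525/598 nm) was read after 20 min.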
# Shiga toxin inh – inhibitors of Shiga toxin in Vero cells; AID 2315; 290,000 compounds, 9.2% hits; inhibition, % at 38.7 µM; Vero cells, Shiga toxin protein synthesis inhibition reporter; in the data active = inhibition mostly above about 28%, no sharp cut-off; inactive = mostly below about 43%; note: 0% is about no effect
# AmpC inh detg – inhibitors of E. coli AmpC beta-lactamase with detergent. P00811. AmpC hydrolysis of nitrocefin, absorbance 480 nm, 0.01% Triton. Potency, µM (titrated, usually from 114 µM), for inactives: at the highest dose activity change, negative = inhibition, usual class: inhibitors. 370,000 compounds, 0.041% hits;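 note: potency is the fitted concentration of half-maximal effect; 0% = no-compound wells and -100% = no-enzyme wells; nearly all actives have a fitted effect of over 25% in size; some results filed as inactive show a strong effect at the top dose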
# Target sequence (P00811 whole entry, looked up): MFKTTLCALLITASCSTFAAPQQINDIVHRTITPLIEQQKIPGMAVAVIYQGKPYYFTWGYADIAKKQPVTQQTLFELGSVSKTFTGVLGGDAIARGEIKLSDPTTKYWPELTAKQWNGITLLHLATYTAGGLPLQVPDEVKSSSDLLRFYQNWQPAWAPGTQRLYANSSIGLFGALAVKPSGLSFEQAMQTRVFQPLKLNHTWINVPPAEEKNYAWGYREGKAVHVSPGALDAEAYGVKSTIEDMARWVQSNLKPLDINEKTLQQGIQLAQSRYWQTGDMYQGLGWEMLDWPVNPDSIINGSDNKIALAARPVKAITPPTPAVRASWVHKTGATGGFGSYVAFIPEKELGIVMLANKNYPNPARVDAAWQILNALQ
#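 AmpC (5.3 nM in the dispensed reagent) in 20 mM phosphate pH 7.0 with 0.01% (detergent screen) or 0.0001% Triton X-100 was preincubated with compounds for 15 min at room temperature. Nitrocefin was then added from an 800 uM solution, and hydrolysis was followed at 480 nm.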
# AmpC no deterg – inhibitors of E. coli AmpC beta-lactamase without detergent; AID 485341; 330,000 compounds, 0.52% hits; AmpC nitrocefin hydrolysis, absorbance 480 nm, 0.0001% Triton; Potency, µM (doses to about 57.1 µM), without a hit: top-dose activity change, negative = inhibition, actives largely listed as inhibitors;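 note: potency is the fitted concentration of half-maximal effect; plate controls were no compound for no effect and no enzyme for full effect; nearly all actives have a fitted effect of over 20% in size; some results filed as inactive show a strong effect at the top dose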
#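 AmpC (5.3 nM in the dispensed reagent) in 20 mM phosphate pH 7.0 with 0.01% (detergent screen) or 0.0001% Triton X-100 was preincubated with compounds for 15 min at room temperature. Nitrocefin was then added from an 800 uM solution, and hydrolysis was followed at 480 nm.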
# AMA1-RON2 inh – disrupts binding of P. falciparum AMA1 to RON2; AID 720542; Potency, µM (highest dose often 58.2 µM), without a hit: at the top dose activity change, negative = inhibition, most hits filed as inhibitors; 360,000 compounds, 0.2% hits; AlphaScreen AMA1-biotinylated RON2 peptide binding;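 note: potency is the fitted concentration of half-maximal effect; 0% = vehicle wells and -100% = peptide control; nearly all actives have a fitted effect of over 45% in size; some results filed as inactive show a strong effect at the top dose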
#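 AMA1 (3D7) with his tag at 25 nM final met compounds first, then biotinylated RON2 peptide at 25 nM; detection used donor plus acceptor beads, 10 µg/mL apiece, read by AlphaScreen after 30 min at room temperature.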
# HCMV antiviral – human cytomegalovirus inhibition | HFF cells, HCMV-luciferase reporter, 72 h; stronger effect = lower value | activity change, negative = inhibition, % at 57.5 µM | 410,000 compounds, 4.5% hits | AID 1259415; in the data active = activity change below about -60%; inconclusive = no clear call, values can overlap the other calls; inactive = above about -39%; note: % is set by controls: 0 for no effect and ±100 for the full control effect
#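 Steps: HFFs plated, 16 h 37C; compounds added; HCMV-luciferase added to MOI 1 PFU/cell; 72 h 37C; OneGlo reagent, 5 min room temperature; luminescence read, normalized to controls.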
# Cycloheximide cs – counter-screen for Shiga toxin inhibitors: cycloheximide protein synthesis inhibition. cell reporter, cycloheximide protein synthesis inhibition counterscreen. max response, %. 300,000 compounds, 12% hits. AID 2314; in the data active = max response mostly above about 13%, no sharp cut-off; inactive = mostly below about 14%; note: read at 38.3 µM for the half of the compounds with a filed dose; 0% is about no effect
# Numbers without * were called inactive; ? = inconclusive; nt = no result given; & = joins results of further samples; [ ] = dose if it differs, or a comment. Unless noted, calls come from the whole dose curve; as a rule, active = well fitted curve in the direction sought with a large enough effect; inconclusive = small, poorly fitted or top-dose-only effect, or another doubt; inactive = no such curve, though single readings can be large; an effect the other way counts as inactive or inconclusive. Random draw from the library; about 16% have a hit in one of these screens.
# The line under a structure holds: HCMV antiviral	Shiga toxin inh	AmpC inh detg	Giardia FBPA inh	AmpC no deterg	Cycloheximide cs	AMA1-RON2 inh
> Cc1ccc(-c2nnn(CC(=O)N(Cc3ccco3)C(C(=O)NC(C)(C)C)c3ccc(C)o3)n2)o1 (stereo unspecified)
  -24	-3	4%	-3%	33%	-1	-13%
> COC(CNC(=O)C(=O)NCC1OCCN1C(=O)c1ccc(Cl)cc1)OC (stereo unspecified)
  9	-13	0%	5%	-1%	-3	-1%
> CCOC(=O)CC(=O)CSc1nc(-c2ccc3c(c2)OCO3)cc(C(F)(F)F)c1C#N
  48	-10	-8%	-3%	-22%	-1	20%
> CCOC(=O)c1nn(-c2ccc(C)cc2)c(C)c1C(C)=O
  51	-2	4%	-1%	nt	4	-15%
> CC(=O)c1ccc2c(c1)CC(C)C(=O)N2C (stereo unspecified)
  7	-16	-2%	1%	-33%	3	7%
> O=C(COCc1cc(-c2ccc3c(c2)OCO3)on1)N1CCCCC1
  130	76*	-2%	nt	18%	68*	-1%
> CCn1c(O)c2ccc(C(=O)N=NC(=O)c3cccnc3)cc2c1O
  37	-10	0%	4%	-17%	-2	5%
> CSc1nncc(-c2ccc(F)c(F)c2)n1
  -8	29	6%	-5%	-1%	5	10%
> Cc1ncc(CN2CCCC(C(=O)Nc3ccc(-c4cscn4)cc3)C2)cn1 (stereo unspecified)
  -3	1	-6%	nt	42%	6	4%
> CC1CCCCC1NC(=O)c1ccc(NS(=O)(=O)c2ccc3[nH]c(=O)[nH]c3c2)cc1 (stereo unspecified)
  -28	nt	-14%	nt	-26%	nt	-3%
> CC(NC(=O)C1CCC(CNS(=O)(=O)c2ccccc2)CC1)c1ccc2c(c1)OCCO2 (stereo unspecified)
  nt	-3	-9%	2%	-12%	13	nt
> CNc1nc2c(Cl)cc(Cl)cc2s1
  -19	12	-4%	2%	-13%	-1	3%
> O=C(Cc1cccs1)NCc1ccccc1F
  29	52*	-2%	3%	-17%	18*	4%
> COC(=O)c1ccc(-n2cncn2)c([N+](=O)[O-])c1
  -23	33	5%	0%	-13%	-2	-15%
> O=C(NC(=S)NCCC1=CCCCC1)c1ccco1
  -38	107*	5%	-6%	-29%	37*	-9%
> Cc1nnsc1S(=O)c1ccccc1Cl (stereo unspecified)
  -19	-5	-9%	5%	-21%	-4	-3%
> COc1ccc(OC)c2c(C)cc(N3CCN(C(=O)c4ccc(Cl)cc4)CC3)nc12
  -24	20	?	-11%	8%	-3	-5%
> O=C(Cn1c(COc2ccccc2)nc2ccccc21)Nc1cc(Cl)cc(Cl)c1
  -38	-11	5%	12%	-20%	-2	-13%
> COc1ccc(C(=O)NC(=S)N2CCNC(=O)C2)cc1Br
  -3	-2	-2%	18µM*	-4%	-7	104%[activator]
> CCCNS(=O)(=O)c1ccc(OCC(=O)Nc2ccc3c(c2)OCO3)cc1
  -18	-9	-7%	-2%	-22%	-3	10%
> O=c1cc(N2CCCCC2)c(-c2ccccc2)nn1Cc1cccc(Cl)c1
  20	-6	-3%	3%	-19%	3	-7%
> O=C1NC(=O)C(Cc2ccccc2)(c2cccnc2)N1 (stereo unspecified)
  53	8	2%	-6%	-13%	1	21%
> O=S1(=O)CC/C(=N\O)c2ccccc21
  -24	-3	-9%	5%	-18%	-5	2%
> COc1cccc(CC2(CO)CCCN(CC3=Cc4cc(Cl)ccc4OC3)C2)c1 (stereo unspecified)
  ?	9	1%	1%	22%	-2	-13%
> CC1(C(=O)NC(=S)NNC(=O)c2ccncc2)CCCCC1
  10	16	-2%	?	-7%	-1	21%
> Cc1ccc(Sc2nnc(-c3ccccc3)cc2C#N)cc1
  29	36	-3%	2%	-24%	6	0%
> CC(C)CNS(=O)(=O)c1ccc(CCC(=O)NCCC2=CCCCC2)cc1
  -1	-20	0%	4%	3%	-1	0%
> c1ccc(-c2nc(N3CCOCC3)cc(N3CCOCC3)n2)cc1
  0	-8	-2%	-6%	1%	-4	8%
> Cc1cccc(NC(=S)N(Cc2cccc(Br)c2)CC2CCC(C(=O)O)CC2)c1 (stereo unspecified)
  -24	-9	5%	-14%	-9%	6	0%
> Cc1cccc(CS(=O)(=O)Cc2ccc(C(=O)NC3CCCC3)o2)c1
  56	21	5%	3%	3%	14	0%
> OCC[C@H]1C[C@H](O)[C@@H](O)[C@]2(OCc3ccccc32)O1
  -5	nt	-7%	nt	-13%	nt	7%
> Cc1ccc(C(=O)NNC(=O)c2ccc(NS(=O)(=O)c3cccs3)cc2)o1
  25	nt	-1%	nt	-27%	nt	0%
> Cc1cccc(C(=O)OCC(=O)NCc2cccs2)c1
  -9	-5	1%	-2%	-26%	5	-15%
> O=C(NCc1cccc(C(F)(F)F)c1)C1CC(c2ccccc2C(F)(F)F)=NO1 (stereo unspecified)
  -17	-2	-2%	-3%	63%[activator]	-4	4%
> CCC(CC)C1C(C#N)=C(N)Oc2cc(C)oc(=O)c21 (stereo unspecified)
  -39	-13	-6%	-12%	-21%	1	-5%
> CC1CC2(CCCCC2)Nc2ccc3ccccc3c21 (stereo unspecified)
  -35	10	-12%	-15%	-16%	-2	-9%
> Cc1cccc(CSc2nn3c(=O)c(C)nnc3s2)c1
  15	-11	1%	5%	-20%	-6	10%
> Cc1ccc(CNC(=O)Cc2cccs2)cc1
  32	41	-14%	0%	-49%	22	-2%
> CCOC(=O)N1CCN(C(=O)/C=C/c2ccc(OC)c(OC)c2)CC1
  30	-10	1%	-4%	-8%	1	0%
> CCn1nnc(NC(=O)C(c2ccccc2)c2ccccc2)n1
  22	16	5%	1%	-2%	10	-10%
> Cc1ccc(C(=O)NC(CCc2ccccc2)C(=O)O)cc1 (stereo unspecified)
  9	nt	nt	nt	-14%	nt	7%
> O=C(Nc1ccc(N2CCN(c3ccc(C(F)(F)F)cn3)CC2)nc1)c1cccs1
  ?	5	1%	5%	-24%	4	16%
> CCOC(=O)CSc1cc(=O)n(CC)c2ccccc12
  -3	-8	-17%	3%	-8%	-3	5%
> COc1ccc(/C=C/c2cccc[n+]2C)c(O)c1
  -32	-9	?	7%	-25%	5	-1%
> Cc1ccc(-c2[nH]nc3c2C(c2ccoc2)C(C#N)=C(N)O3)cc1C (stereo unspecified)
  nt	-6	-1%	-28%	-37%	-3	16%

# Another view of part of the listing above:
Structure,HCMV antiviral,Shiga toxin inh,AmpC inh detg,Giardia FBPA inh,AmpC no deterg,Cycloheximide cs,AMA1-RON2 inh
Cc1ccc(-c2[nH]nc3c2C(c2ccoc2)C(C#N)=C(N)O3)cc1C (stereo unspecified),nt,-6,-1%,-28%,-37%,-3,16%
O=C(NCc1cccc(C(F)(F)F)c1)C1CC(c2ccccc2C(F)(F)F)=NO1 (stereo unspecified),-17,-2,-2%,-3%,63%[activator],-4,4%

# Further entries follow.
# The line under a structure holds: HCMV antiviral	Shiga toxin inh	AmpC inh detg	Giardia FBPA inh	AmpC no deterg	Cycloheximide cs	AMA1-RON2 inh
> Cc1cccc(NC(=O)c2cccnc2)c1C
  -6	-9	-15%	6%	-14%	-1	-7%
> O=C1Nc2ccccc2/C1=C/c1ccccc1Cl
  37	2	-7%	-11%	-33%	-1	-8%
> CCCCn1c(=O)[nH]c(=O)c2c1nc(-c1ccc3ccccc3c1)n2CC
  2	-14	4%	2%	-25%	1	15%
> COC(=O)c1c(NC(=O)C2Cc3ccccc3C(=O)O2)sc2c1CCCC2 (stereo unspecified)
  -21	-7	-11%	3%	-19%	-1	-8%
> CCCC(=O)Nc1nn(C)c2nc3ccc(C)cc3cc12
  5	1	-5%	-12%	-3%	-3	11%
> Cn1ncc(C#N)c1NC(=O)C1CC(c2c(F)cccc2Cl)=NO1 (stereo unspecified)
  -17	2	0%	4%	-9%	-1	-11%
> O=C(Nc1cccc(Cl)c1)N1N=CCC1c1ccccc1 (stereo unspecified)
  -39	10	8%	-8%	-21%	-3	-10%
> CCOC(=O)N1CCN(c2cc(C)c([N+](=O)[O-])cc2F)CC1
  -39	14	-13%	-4%	-1%	16	-18%
> CCC(CC)C(=O)Nc1nnc(S(=O)(=O)N2c3ccccc3CC2C)s1 (stereo unspecified)
  19&12	-5	-8%&21%	?	-23%	-1	0%
> CN(Cc1ccccc1)C(=O)CSc1nc2ccccc2c(=O)n1Cc1ccco1
  -80*	39	-2%	-1%	20%	38*	-11%
> COc1ccccc1/C=C/CN1CCOCC1
  -14	23	-2%	-22%	-12%	1	-7%
> CCOC(=O)C1=C(C)NC(=O)NC1c1ccccc1Cl (stereo unspecified)
  -3	-6	-9%	2%	-20%	-1	7%
> O=C(O)Cc1sc(Nc2cccc3ccccc23)nc1-c1ccc(F)cc1
  -24	6	?	3%	-47%	7	-1%
> COc1cc(OC)c2ccc(=O)oc2c1C(CC(=O)N1CCOCC1)c1ccc(N(C)C)cc1 (stereo unspecified)
  -9	-15	5%	-6%	95%[activator]	-4	-4%
> Cn1c(=O)c2c(nc(N3CCc4ccccc4C3)n2Cc2ccc(Br)cc2)n(C)c1=O
  -20	-4	?	0%	-8%	-3	2%
> COc1ccc(S(=O)(=O)N2CCCC2C(=O)Nc2ccc(C)cc2)cc1 (stereo unspecified)
  26	1	-4%	3%	-7%	2	1%
> c1cncc(-c2nnc(-c3cccs3)o2)c1
  -18	58	-9%	6%	-10%	20*	-11%
> O=S1(=O)C[C@@H](O)[C@@H](Nc2ccc(Cl)cc2)C1
  15	8	0%	-7%	-1%	1	-1%
> COc1ccc(CCC2CCNCC2)cc1
  1	-8	-14%	-26%	-3%	5	6%
> CC(=O)c1cc(C#N)c(SCC(=O)Nc2nccs2)nc1C
  27	65*	-2%	2%	-14%	25*	81%[activator]
> COc1cccc(NC(=O)C2CCN(c3cnccn3)CC2)c1
  -8	-5	-4%	6%	-17%	20	-13%
> CC1CCN(C2CC(=O)N(c3ccc(Br)cc3Br)C2=O)CC1 (stereo unspecified)
  -31	-1	-9%	0%	35%	-2	0%
> O=C(CN1C(=O)CCC1=O)NC(=O)NC1CCCC1
  0	-6	-7%	1%	-2%	5	-10%
> COC(=O)c1c(NC(=O)C(C)(C)C)sc2c1CCN(Cc1ccccc1)C2
  -21	7	?	11µM*	63%[activator]	2	-19%
> Cc1ccc(C)c(N2N=C(C(=O)Nc3ccc(N4CCOCC4)cc3)CCC2=O)c1
  nt	nt	-5%	nt	85%[activator]	nt	-13%
> O=c1c2ccccc2c2ccccc2c(=O)n1Cc1ccco1
  21	-22	?	-4%	-20%	-5	-9%
> O=C(NCCO)C1(c2ccccc2)CCCC1
  -10	-16	0%	-1%	-5%	1	2%
> CCn1c(=S)sc2c(=O)[nH]c(SCC(=O)Nc3cc(OC)ccc3OC)nc21
  -35	16	4%	nt	-47%	0	-6%
> Cn1c(=O)n(Cc2ccccc2)c(=O)c2c1nc(NCC1CCCO1)n2Cc1ccccc1 (stereo unspecified)
  31	-11	?	-1%	27%	-7	-8%

# Screens as filed in PubChem.
